High-throughput results as filed in PubChem BioAssay.
VLA-4 inh: inhibition in a human VLA-4 binding assay; 330,000 tested, 0.2% active; P13612; VLA-4 expressing cells, ligand binding flow cytometry; inhibition, % (about 7 µM as worked out from the volumes in the protocol); in the data active = inhibition above about 50%
Fam108B counter: counter-screen for RBBP9 inhibitors: inhibitors of mouse Fam108B. recombinant Fam108B, FP-Rh probe fluorescence polarization. 300,000 tested, 0.33% active. inhibition, % at 9.51 µM;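 active = inhibition above the screen mean inhibition plus 3 SD, computed separately per campaign, cut at about 18% in these data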;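 also: inhibitors lower polarization as less probe binds the enzyme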
GLD-1 TGE inh: GLD-1-TGE RNA interaction inhibition (C. elegans); purified GLD-1 + fluorescein TGE RNA, fluorescence polarization; inhibition, % at 5.96 µM; 320,000 tested, 0.44% active; AID 2280;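 active = percent inhibition above a per-plate cutoff, the plate mean of test compounds plus 3 SD, cut at about 30% in these data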;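 also: 0% = DMSO wells with GLD-1 and probe and 100% = wells lacking GLD-1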
Bcl-xL primary: inhibitors of human Bcl-xL; GST-Bcl-xL / FITC-Bim BH3 peptide fluorescence polarization; inhibition, % at 10.9 µM; 320,000 tested, 0.7% active; AID 2129;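 active = inhibition above the mean of all tested compounds plus 3 SD, cutoff set per campaign, cut at about 30% in these data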;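 also: 0% = DMSO wells and 100% = unlabeled Bim-BH3 peptide competitor; inhibitors lower millipolarization by displacing the labeled peptide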
Target sequence (Q07817 whole entry, looked up): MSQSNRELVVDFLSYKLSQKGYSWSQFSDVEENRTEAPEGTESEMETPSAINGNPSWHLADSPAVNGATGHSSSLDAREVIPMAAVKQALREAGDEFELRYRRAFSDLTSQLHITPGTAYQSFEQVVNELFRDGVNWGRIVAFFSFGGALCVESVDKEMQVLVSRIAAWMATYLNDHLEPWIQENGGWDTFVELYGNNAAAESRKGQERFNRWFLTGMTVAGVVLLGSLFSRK
MEX-5 binding: C. elegans MEX-5 TCR-2 RNA binding activity; Q9XUB2; MEX-5/FITC-TCR2 RNA binding, fluorescence polarization; hits give low values; activity score (negative = inhibition of binding), % at 10 µM; 300,000 tested, 0.38% active; AID 1832;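 active = inhibition past about -25% in most replicates, and total fluorescence under double the plate's negative control median, limit read from the data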;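 also: 0% = DMSO and -100% = 5 µM competing unlabeled TCR2 RNA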
Target sequence (Q9XUB2 whole entry, looked up): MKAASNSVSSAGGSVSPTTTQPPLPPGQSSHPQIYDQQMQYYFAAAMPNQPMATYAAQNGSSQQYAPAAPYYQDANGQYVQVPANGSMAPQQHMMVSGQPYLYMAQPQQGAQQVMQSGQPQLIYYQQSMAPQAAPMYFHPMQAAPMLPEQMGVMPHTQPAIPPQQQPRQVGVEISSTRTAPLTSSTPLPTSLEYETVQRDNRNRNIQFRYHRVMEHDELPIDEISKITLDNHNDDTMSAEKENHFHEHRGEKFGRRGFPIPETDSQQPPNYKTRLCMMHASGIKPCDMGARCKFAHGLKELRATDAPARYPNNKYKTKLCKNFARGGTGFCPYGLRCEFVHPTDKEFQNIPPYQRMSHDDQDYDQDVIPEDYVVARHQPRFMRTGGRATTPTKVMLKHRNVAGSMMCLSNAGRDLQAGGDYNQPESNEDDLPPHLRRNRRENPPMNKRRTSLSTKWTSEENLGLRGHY
PME-1 primary: blocks human protein phosphatase methylesterase 1. 320,000 tested, 0.53% active. recombinant PME-1, FP-Rh probe fluorescence polarization. Q9Y570. inhibition, % at 5.9 µM;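 active = inhibition above the campaign mean of all compounds plus 3 SD, cut at about 26% in these data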;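 also: competitive labeling of PME-1 active site by serine hydrolase directed probe; 0% = PME-1 with DMSO and 100% = wells lacking PME-1 enzyme; inhibitors block probe labeling so polarization falls and inhibition rises; many of its hits are not listed in these tables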
Target sequence (Q9Y570 whole entry, looked up): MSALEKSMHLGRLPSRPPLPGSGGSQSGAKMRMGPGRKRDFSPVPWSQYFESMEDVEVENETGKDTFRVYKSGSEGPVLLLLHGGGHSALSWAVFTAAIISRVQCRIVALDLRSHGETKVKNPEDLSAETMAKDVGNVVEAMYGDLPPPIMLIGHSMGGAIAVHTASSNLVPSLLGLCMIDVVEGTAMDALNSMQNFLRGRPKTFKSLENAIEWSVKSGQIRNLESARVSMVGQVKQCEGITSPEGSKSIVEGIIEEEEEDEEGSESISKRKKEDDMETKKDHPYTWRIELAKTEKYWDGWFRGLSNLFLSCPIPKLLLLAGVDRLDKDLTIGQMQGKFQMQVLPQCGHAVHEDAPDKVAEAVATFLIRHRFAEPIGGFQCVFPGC
GRK2 aptamer HTS: blocks RNA aptamer binding to human GRK2; P25098; bead flow cytometry, FAM-aptamer displacement from GRK2; inhibition of aptamer binding, % at 10 µM; 330,000 tested, 0.59% active; AID 488847;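 active = inhibition of aptamer binding above 40%, roughly 3 SD of noise, on plates passing a quality check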;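 also: median bead fluorescence of bound FAM aptamer so fluorescent compounds give negative values; no value below 0 was filed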
MCL1-BIM inh: disrupts human MCL1 binding to BIM-BH3 peptide | Q07820 | 320,000 tested, 0.68% active | AID 2057 | GST-MCL1 / FITC-Bim-BH3 fluorescence polarization | inhibition, % at 10.9 µM;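 active = inhibition above the mean inhibition of all tested compounds plus 3 SD, set per campaign, cut at about 40% in these data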;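 also: 0% = DMSO wells and 100% = unlabeled Bim-BH3 peptide control; higher means more loss of mP so more displacement of Bim peptide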
Efflux pump inh: inhibitors of Candida antifungal efflux pumps expressed in yeast; S. cerevisiae Candida pump triplex, Nile Red efflux; inhibition, % at 10 µM; 330,000 tested, 0.44% active;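 active = plate passing quality check with inhibition over a set limit, or well fluorescence over plate mean plus 4 SD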;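 also: Nile Red retained in pooled yeast measured as flow cytometry median fluorescence; 0% = buffer negative control and 100% = Enniatin B positive control; higher means more Nile Red kept so more efflux inhibition; some compounds called inactive have numbers as strong as hits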
The depositor's hits bear a star; . = no result given. This is a subset; rates above refer to the full screens.

canonical_smiles | VLA-4 inh | Fam108B counter | GLD-1 TGE inh | Bcl-xL primary | MEX-5 binding | PME-1 primary | GRK2 aptamer HTS | MCL1-BIM inh | Efflux pump inh
Cc1nc(-c2ccc(Cl)cc2)sc1C(=O)NNC(=O)C(C)C | -5 | 0 | 4 | 6 | 2.0 | 2 | 0 | 8 | 0.1
COc1cc(CC(=O)OCC(=O)c2ccc(F)cc2)cc(OC)c1OC | -14 | . | -2 | . | . | . | 1 | . | -0.2
O=C1NC2(CCCCCC2)C(=O)N1Cc1cccc(Cl)c1 | 4 | -4 | 2 | 4 | 1.7 | -1 | 0 | 9 | -0.1
c1ccc(CC[C@@H]2CC[C@@H](CCc3ccccc3)N2)cc1 | 20 | . | 0 | -1 | . | -3 | 0 | 0 | 0.0
COc1ccc(-c2nnc3ccc(SCc4ccccc4)nn23)cc1 | -10 | 3 | 0 | 4 | 0.2 | 1 | 1 | 8 | -0.1
N#Cc1ccc(OCC(=O)Nc2ccc(N3CCCC3)cc2)cc1 | 1 | . | 0 | -8 | . | 1 | 0 | 0 | -0.3
CC#CCCc1nc2ccccc2c(=O)n1N | 7 | -1 | 4 | 8 | -0.6 | -3 | 0 | 16 | -0.1
O=C(CSc1nnc(COc2cccc3ccccc23)o1)N1CCN(C(=O)c2ccco2)CC1 | 6 | 1 | -3 | 3 | -0.7 | 9 | 0 | 0 | 0.3
O=C1c2ccccc2C(=O)N1CCC(c1ccc(F)cc1)c1ccco1 (stereo not drawn) | 3 | -7 | 9 | 5 | -0.2 | -2 | 2 | 1 | -0.1
CC1CCN(C(=O)C2CCN(c3ncnc4c3nc3n4CCCCC3)CC2)CC1 | -4 | 7 | 3 | 6 | -0.1 | 4 | 0 | 6 | 0.0
COCCCN(C(=O)Cc1ccc(Cl)c(Cl)c1)c1c(N)n(Cc2ccccc2)c(=O)[nH]c1=O | 3 | -2 | 0 | -5 | -1.3 | -4 | 0 | 2 | 0.0
CCOc1ccc(Oc2c(/C=N/NC(=O)COc3ccccc3OC)c(C)nn2-c2ccccc2)cc1 | 46 | -12 | 7 | 0 | -1.0 | -11 | 0 | 2 | 0.6
O=c1[nH]c2ccc(S(=O)(=O)Nc3ccc(Cl)cc3)cc2[nH]1 | -7 | -13 | 4 | 0 | 3.3 | -1 | 2 | -3 | 0.0
CCN(CC)S(=O)(=O)c1ccc2c(c1)nc(CCC(=O)OCC(=O)N1CCc3ccccc31)n2C | 0 | -2 | -1 | -2 | -0.2 | 6 | 0 | 0 | -0.1
Cc1ccsc1-c1nc(-c2ccccc2)c(-c2ccccc2)[nH]1 | 42 | 3 | 6 | 1 | 0.6 | -8 | 0 | 0 | -0.1
COc1ccc([C@H]2CC(=O)C=C(c3ccc(Cl)cc3C)C2)cc1 | -10 | . | 2 | 2 | . | -3 | 0 | 4 | -0.2
CCCCCn1c(CNC(=O)COC)nc2ccccc21 | 14 | -6 | 10 | 5 | 0.8 | -3 | 1 | -1 | 0.0
COc1cccc(/C=C/C(=O)OCC(=O)NCC2CCCO2)c1 (stereo not drawn) | 0 | 4 | 7 | 1 | 0.2 | 2 | 5 | -2 | 4.9
CC1CC1C(=O)OCC(=O)NCc1ccccc1Cl (stereo not drawn) | -2 | 4 | 3 | -1 | -3.3 | -1 | 0 | -2 | 0.1
O=C(Cc1ccccc1)N/N=C/c1ccc2cccc(O)c2n1 | -8 | 8 | 8 | 5 | -2.1 | -3 | 0 | 10 | -0.2
Cc1cc(NC(=O)CCCn2cnc([N+](=O)[O-])n2)no1 | -11 | -2 | -2 | 7 | 1.0 | -3 | 0 | 4 | 0.0
COc1cc(C)c(Cl)cc1S(=O)(=O)n1cnc(C)c1 | -15 | 6 | 3 | 6 | 1.7 | 3 | 3 | 0 | -0.1
Cc1ccc(NC(=O)CSc2nc(=O)cc(N)n2CCc2ccccc2)cc1 | -4 | -5 | -6 | 7 | 0.0 | -3 | 1 | 0 | -0.1
COc1ccc(NC(=O)Nc2ccc(Cc3ccncc3)cc2)c(OC)c1 | . | 2 | 8 | 3 | -1.6 | 7 | 4 | 1 | 0.3
Cc1sc(NC(=O)C2=COCCO2)c(C#N)c1C | -10 | -4 | -7 | -1 | -0.6 | 3 | 2 | -4 | 0.0
COc1cc(/C=C(\NC(C)=O)C(=O)N2CCCCC2)ccc1OC(C)=O | 9 | 1 | -2 | 8 | 0.6 | -6 | 3 | 8 | -0.1
CC(NC(=O)COc1ccc(/C=N/NC(=O)C(=O)Nc2ccccc2Br)cc1)c1ccccc1 (stereo not drawn) | 5 | -13 | 3 | 9 | -0.4 | -5 | 0 | 6 | 0.1
Cc1ccc(S(=O)(=O)NCc2ccccc2)cc1C(=O)NCCc1ccc(S(N)(=O)=O)cc1 | -2 | . | 5 | 1 | . | 6 | 1 | -2 | -0.2
O=C(OCC(=O)N1N=C(c2ccc(Cl)cc2)CC1c1ccco1)c1cncc(Br)c1 (stereo not drawn) | -2 | . | 2 | . | . | . | 2 | . | 0.5
COc1ccccc1CN1CCNC(=O)C1CC(=O)NCc1csc(C)n1 (stereo not drawn) | -4 | 1 | 8 | 10 | -0.8 | 0 | 1 | 19 | 0.1
CCOc1ccc(Br)cc1S(=O)(=O)NCCN(C)C | 0 | 5 | 2 | 0 | 0.4 | 2 | 5 | 7 | -0.1
Oc1ccc(N2CCN(Cc3cc4c(cc3Br)OCCO4)CC2)cc1 | -3 | 0 | 0 | 26 | 1.1 | -6 | 1 | 31 | -0.1
Cc1ccc(C(=O)NCC(=O)OCCOc2ccccc2Cl)cc1 | 27 | -4 | -3 | -12 | 0.5 | 2 | 2 | -19 | 0.2
CCOC(=O)CNC(=O)CSc1nnnn1-c1ccc(C)c(C)c1 | 13 | 1 | 2 | 5 | 5.1 | -8 | 1 | 5 | 0.3
Cc1cc(Br)ccc1NC(=O)CN(C)C(=O)C1=COCCO1 | 4 | . | 4 | . | . | . | 0 | . | 0.0
CCOC(=O)Nc1c(Cl)n(C)c(=O)n(C)c1=O | -20 | 2 | 3 | 5 | 2.1 | 2 | 0 | 7 | 0.5
CCOc1cc(NC(=S)NCCOC)c(OCC)cc1NC(=O)c1ccco1 | 16 | -3 | 7 | 8 | 2.9 | -4 | 0 | 10 | -0.1
CCc1ccccc1NC(=O)Cn1nc(C(F)(F)F)c2c1CCC2 | 10 | 1 | 2 | 8 | 1.1 | -2 | 0 | 1 | 0.0
C#CC(=O)N(c1cc(OC)ccc1OC)C(C(=O)NC1CCCC1)c1cccs1 (stereo not drawn) | 5 | -4 | -3 | 3 | 0.3 | -5 | 0 | 2 | -0.1
C#CCn1c(O)c(N=NC(=O)CNC(=O)/C=C/c2ccccc2)c2ccccc21 | 6 | 2 | -1 | 1 | -2.3 | -4 | 0 | -4 | 0.1
CCc1ccc(NC(=O)CSc2nnc(-c3n[nH]c4ccccc34)n2-c2ccccc2)cc1 | -6 | -2 | -5 | -2 | . | -6 | 0 | -9 | 0.0
CN(C)C(=S)c1ccc2ccccc2n1 | 7 | 0 | 2 | 0 | -0.5 | -8 | 3 | 1 | -0.2
CCOC(=O)CNC(=O)Nc1cc(C(C)(C)C)nn1-c1ccccc1 | -1 | 1 | 2 | -3 | 2.4 | 6 | 0 | 4 | -0.1
O=c1c2cccnc2n(-c2ccccc2)n1Cc1ccc(Cl)cc1 | 0 | -1 | 12 | -2 | -0.7 | -8 | 0 | -3 | -0.1
COc1cccc(/C=N/NC(=O)C(C)Sc2ccccc2)c1 (stereo not drawn) | 1 | 4 | 2 | 8 | 0.7 | 1 | 1 | 14 | 0.1
O=C(COC(=O)c1cc2c(s1)CCCC2)NCc1ccccc1Cl | 8 | -3 | -6 | 2 | 1.4 | 2 | 0 | 5 | 0.0
Cc1cc(C)c(-c2nc3ccccc3s2)[nH]1 | -1 | -3 | -6 | 12 | -3.8 | 2 | 0 | 4 | -0.1
Cc1ccc(Cl)cc1-n1c(SCC(=O)NCCC2=CCCCC2)nc2n[nH]c(C)c2c1=N | -9 | -10 | 2 | -2 | 0.8 | -12 | 0 | 2 | 0.5
O=C(COC(=O)c1c[nH]c(=O)[nH]c1=O)Nc1cccc([N+](=O)[O-])c1 | 12 | . | 2 | 5 | . | 0 | 0 | 7 | 0.0
Cc1ccc2cc(CN(Cc3ccc4c(c3)OCO4)Cc3nnnn3Cc3ccco3)c(=O)[nH]c2c1 | 5 | -4 | 0 | 3 | -1.3 | -3 | 1 | -4 | -0.1
Cn1nnnc1SCC(=O)Nc1ccc(Br)cc1Cl | -2 | 0 | 2 | -3 | 0.2 | -3 | 0 | -13 | -0.2
COC(=O)[C@]1(C)N[C@H](CN(C)C(=O)Nc2ccc(C)cc2)[C@@H]2C(=O)N(C)C(=O)[C@@H]21 | 44 | . | 7 | . | . | . | 0 | . | 0.1
CCc1ccc(NC(=O)NCc2cccnc2)cc1 | 10 | -4 | 4 | 3 | -0.4 | -2 | 5 | 7 | 0.1
O=C(Nc1ccnn1C1CCN(Cc2ccccc2)CC1)c1ccccc1Cl | 1 | 1 | -9 | 7 | -0.2 | 10 | 1 | 9 | 0.0
O=c1c2ccccc2oc2cc(C#CC3(O)CCCCC3)ccc12 | 2 | -9 | -5 | -1 | 1.1 | -2 | 4 | -10 | 0.3
O=C(CSc1ccc(-c2ccco2)nn1)Nc1ccc(F)cc1F | 1 | 0 | 2 | 8 | 2.1 | -2 | 0 | 11 | 0.1
COc1ccc(CCNC(=O)CSc2ncn[nH]2)cc1 | 5 | 4 | 12 | -3 | 0.6 | -5 | 2 | 1 | 0.2
Cc1cccc(C)c1NC(=O)C1=C(O)c2ccccc2N(C)S1(=O)=O | 10 | -3 | 1 | 4 | . | -1 | 0 | 6 | 0.0
O=C(CC1C(=O)N(c2ccccc2)C(=S)N1c1ccccc1)c1ccc(Br)cc1 (stereo not drawn) | 10 | -9 | 11 | 3 | 4.2 | -2 | 0 | 8 | 0.3
CCSc1ccc([C@@H]2[C@H]3C(=O)N(C)C(=O)[C@H]3[C@]3(C(=O)OC)CCCCN23)cc1OC | 3 | 8 | 3 | 2 | . | -3 | 0 | -2 | 0.1

Going on with the list:
canonical_smiles | VLA-4 inh | Fam108B counter | GLD-1 TGE inh | Bcl-xL primary | MEX-5 binding | PME-1 primary | GRK2 aptamer HTS | MCL1-BIM inh | Efflux pump inh
COCc1cc(C)nc(SCC(=O)N2CCC(C)CC2)c1C#N | -1 | 1 | -5 | -2 | 0.2 | 1 | 0 | -10 | 0.0
CCCCCCN(C(=O)CCl)c1ccccc1 | 20 | 0 | -3 | 2 | -0.4 | 4 | 4 | 7 | 0.0
O=S(=O)(NC1CCN(S(=O)(=O)c2ccc3c(c2)OCCO3)C1)c1c(F)cccc1F (stereo not drawn) | 0 | . | -4 | 4 | . | -1 | 0 | 10 | -0.2
COc1ccc(-c2csc(NC(=O)CS(=O)(=O)c3ccc(F)cc3)n2)cc1OC | 21 | -2 | 5 | 5 | 0.9 | 4 | 0 | 5 | 0.1
COc1ccccc1NC(=O)CSc1nnc(-c2ccccn2)n1Cc1ccco1 | 10 | 0 | 1 | -7 | 2.0 | 3 | 4 | -3 | 0.0
O=C(CSc1nnc(-c2cccnc2)o1)Oc1ccccc1 | -2 | 1 | 0 | 7 | 2.8 | 0 | 3 | 8 | -0.1
